TGFb SMAD3 inh: TGF-b pathway inhibition | HepG2 CAGA-GFP TGF-b/SMAD3 reporter, GFP fluorescence, 18 h; TGF-beta stimulated, 500 pg/mL final | Potency, µM (top dose mostly 46.1 µM), for the others: top-dose activity, negative = inhibition, usual class: inhibitors | actives 1.2% (n = 410,000) | AID 588855; also: potency is read from the fitted curve at half-maximal effect; % is scaled to controls: 0 for no effect and ±100 for the full control effect; nearly all actives have a fitted effect of over 65% in size
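HEPG2 CAGA-GFP cells (1000/well, DMEM with 1% FBS) were pre-incubated 2 h at 37 degrees C, given compound by pin tool, then stimulated with TGF-beta at 500 pg/mL final for 18 h before per-cell GFP fluorescence imaging.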
ATXN2 expr inh: inhibitors of ATXN2 expression; Potency, µM (doses to about 57 µM), for the others: at the top dose activity change, negative = inhibition, usual class: inhibitors; HEK-293 ATXN2-luciferase reporter, luminescence, 24 h; actives 0.72% (n = 360,000); also: potency is read from the fitted curve at half-maximal effect; % is scaled to controls: 0 for no effect and ±100 for the full control effect; nearly all actives have a fitted effect of over 55% in size
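qHTS (up to 57 uM final) was run with 24 h compound exposure of reporter cells at 37 °C. Each well was multiplexed: SteadyGlo luminescence measured ATXN2-luciferase expression after a fluorogenic Gly-Phe-AFC viability readout (25 uM final).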
Nrf2 inh: inhibitors of Nrf2 signaling. actives 2.1% (n = 360,000). AID 504444. Potency, µM (top dose mostly 46 µM), for inactives: at the top dose activity change, negative = inhibition, actives largely listed as inhibitors. A549 ARE-Fluc reporter, luciferase luminescence, 18-24 h; also: potency is read from the fitted curve at half-maximal effect; % is scaled to controls: 0 for no effect and ±100 for the full control effect; nearly all actives have a fitted effect of over 60% in size
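Cells were seeded and rested 2 h, then exposed to compounds for 18-24 h. CellTiter-Fluor was read first as a viability measure. BugLite was added 15 min before the final luminescent read of ARE-luciferase activity in A549 cells.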
IL2 activator: activators of IL-2. IL-2 activation reporter assay, cell-based qHTS; stimulated with anti-CD3/CD4/CD28 beads; in transgenic mouse T cells. activation, % (series mostly up to about 46 µM). actives 0.065% (n = 360,000). AID 652025; in the data active = activation above about 50%; inconclusive = mostly about 30% to 49%; also: 0% is about no effect
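Unstimulated transgenic mouse T cells, 750 per well, received compound and, after 60 minutes, anti-CD3/anti-CD4 bead plus anti-CD28 stimulation. EGFP and DsRed were quantified after 18 hours.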
Nrf2 ARE act: Nrf2 pathway activation; AREc32 ARE-luciferase reporter (MCF7-derived line), luminescence, 24 h; Potency, µM (highest dose often 46.1 µM), inactives show at the top dose activation, most hits filed as activators; actives 0.31% (n = 410,000); AID 624171; also: potency is read from the fitted curve at half-maximal effect; % of control where 0% means no effect; nearly all actives have a fitted effect of over 65% in size
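Luciferase luminescence (Steady-Glo, 30 min at room temperature) served as the read-out of ARE activation in AREc32 cells treated with compounds for 24 hr at 37 deg C.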
EPAC2 agonist: activates human EPAC2 exchange factor | Potency, µM (series often up to 154 µM), without a hit: at the top dose activation, actives largely listed as activators | AID 720711 | EPAC2 activation, biochemical qHTS; response scale: 100% = 6.5 mM cAMP response | actives 0.079% (n = 360,000); also: potency is read from the fitted curve at half-maximal effect; nearly all actives have a fitted effect of over 50% in size
Target sequence (Q8WZA2 whole entry, looked up): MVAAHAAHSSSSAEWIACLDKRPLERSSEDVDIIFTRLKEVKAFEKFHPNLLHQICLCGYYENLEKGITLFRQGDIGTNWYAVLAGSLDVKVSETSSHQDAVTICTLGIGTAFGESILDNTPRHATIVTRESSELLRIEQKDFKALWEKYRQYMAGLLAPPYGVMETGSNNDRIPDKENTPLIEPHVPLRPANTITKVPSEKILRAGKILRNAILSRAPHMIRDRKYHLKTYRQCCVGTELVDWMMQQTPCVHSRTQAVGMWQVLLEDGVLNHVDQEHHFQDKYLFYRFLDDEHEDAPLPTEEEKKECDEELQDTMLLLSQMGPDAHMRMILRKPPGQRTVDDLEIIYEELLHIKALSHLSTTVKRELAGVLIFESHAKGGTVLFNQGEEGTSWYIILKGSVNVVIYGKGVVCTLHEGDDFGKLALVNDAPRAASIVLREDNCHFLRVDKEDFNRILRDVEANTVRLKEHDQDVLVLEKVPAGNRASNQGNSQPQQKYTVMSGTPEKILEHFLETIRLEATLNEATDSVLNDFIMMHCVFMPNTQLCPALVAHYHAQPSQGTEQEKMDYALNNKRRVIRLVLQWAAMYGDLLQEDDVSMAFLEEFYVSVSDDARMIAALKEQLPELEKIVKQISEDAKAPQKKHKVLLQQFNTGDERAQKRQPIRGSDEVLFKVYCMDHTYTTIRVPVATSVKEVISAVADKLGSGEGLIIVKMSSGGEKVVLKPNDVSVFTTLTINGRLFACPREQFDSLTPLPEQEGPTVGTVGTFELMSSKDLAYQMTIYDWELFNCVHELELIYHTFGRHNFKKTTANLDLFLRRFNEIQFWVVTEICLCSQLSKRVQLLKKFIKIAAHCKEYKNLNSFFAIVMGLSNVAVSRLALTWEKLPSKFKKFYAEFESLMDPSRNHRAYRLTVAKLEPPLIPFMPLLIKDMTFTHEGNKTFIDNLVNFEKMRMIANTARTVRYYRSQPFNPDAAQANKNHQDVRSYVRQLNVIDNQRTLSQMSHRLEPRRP
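Compounds were added across a concentration range to EPAC2 (100 nM), RAP1B-BODIPY-GDP (250 nM) and GDP (50 uM). After 5 min at room temperature, fluorescence was recorded at 5-min intervals for 30 min.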
S2 tox: cell viability loss in ATXN counter-screen. AID 651635. actives 0.49% (n = 400,000). Potency, µM (series often up to 56.7 µM), actives largely listed as cytotoxic. S2 cells (HEK-293 line with an ATXN2-luciferase reporter) viability, CellTiter-Fluor protease fluorescence, 24 h; also: potency is read from the fitted curve at half-maximal effect; nearly all actives have a fitted effect of over 40% in size
HepG2 viability: counter-screen for TGF-b inhibitors: cytotoxicity in HepG2 cells. actives 0.76% (n = 410,000). HepG2 CAGA-GFP viability, ATP luminescence, 18 h. Potency, µM (highest dose often 46.1 µM), without a hit: top-dose activity change, negative = cytotoxicity, most hits filed as cytotoxic; also: potency is read from the fitted curve at half-maximal effect; some results filed as inactive show a strong effect at the top dose
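CellTiter-Glo luminescence gave cytotoxicity after 18 hours at 37 degrees C. The cells were HepG2 CAGA-GFP in 1% FBS DMEM, stimulated with 500 pg/mL TGF-beta after compound addition. %Activity was normalised to no-cell wells (complete cell-killing) and DMSO (no toxicity), and curves were fitted and classified.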
A549 viability: kills or reduces viability of A549 cells in Nrf2 counter-screen. A549 ARE-Fluc cells, CellTiter-Fluor viability, 18-24 h. Potency, µM (titrated, usually from 46 µM), without a hit: top-dose activity change, negative = cytotoxicity, most hits filed as inhibitors. actives 0.16% (n = 390,000); also: potency is read from the fitted curve at half-maximal effect; % is scaled to controls: 0 for no effect and ±100 for the full control effect
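A549 ARE-Fluc cells in 5% FBS OPTI-MEM, 5000 cells/well, rested 2 h then exposed to compounds in concentration-response for 18-24 h at 37 °C. Viability by CellTiter-Fluor fluorescence (Ex 405/Em 525) after 30 min; luciferase luminescence (BugLite, 15 min, RT) read afterwards.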
* hit, by the source's call; i = inactive; ? = inconclusive; · = not tested or not shown; [ ] = remark or other dose. Unless noted, calls follow the shape of the dose curve; as a rule, active = well fitted curve in the direction sought with a large enough effect; inconclusive = small, poorly fitted or top-dose-only effect, or another doubt; inactive = no such curve, though single readings can be large; an effect the other way counts as inactive or inconclusive.

SMILES	TGFb SMAD3 inh	ATXN2 expr inh	Nrf2 inh	IL2 activator	Nrf2 ARE act	EPAC2 agonist	S2 tox	HepG2 viability	A549 viability
COc1ccc(C(CNC(=O)CNC(=O)c2cccc(C)c2)N2CCCCC2)cc1 (stereo not given)	5%	0%	12%	-2.1	-0.2%	9%	i	6%	-15%
CCOC(=O)C1=C(c2ccccc2)O/C(=C(/C(=O)OC)C(F)(F)F)S1	-15%	-25%	-3%	-1.1	3.4%	-1%	i	3%	-6%
CC(C)c1ccc(C(=O)NNC(=O)c2ccncc2)cc1	-17%	-3%	6%	0.4	-0.2%	0%	i	16%	0%
CCCCNC(=O)C1(C)CCCCN1C(=O)c1ccc2c(c1)CCO2 (stereo not given)	13%	5%	·	1.2	0.5%[9.22 µM]	1%	i	5%	·
CCOC(=O)N1CCN(C(=O)c2[nH]c(C(F)(F)F)nc2-c2ccccc2)CC1	2%	14%	·	0.2	-0.9%	6%	i	-19%	·
COc1ccc(C2CC(c3ccc(Cl)cc3Cl)n3nc(N)nc3N2)cc1 (stereo not given)	1%	-8%	-18%	-1.9	0.2%	2%	i	0%	3%
O=C(NCCCN1CCOCC1)C(=O)NCCc1ccccc1	4%	8%	9%	0.1	-0.3%	-3%	i	0%	9%
CC(Oc1ccccc1)C(=O)Nc1ccc(C(=O)OCc2cc(=O)n3ccsc3n2)cc1 (stereo not given)	?	?	·	·	3.9%	·	?	-28%	-4%
CCOc1ccc(NC(=O)c2cc(=O)c3ccc(C)c(C)c3o2)cc1	0%	4%	?	·	-1.0%	·	i	1%	-8%
CC(C)CN(CC(C)C)C(=O)CC(=O)NC(=O)c1ccc(Cl)cc1	-10%	-5%	-2%	0.1	-0.5%	1%	i	-8%	-3%
Cc1ccc(C(=O)NCc2ccco2)cc1S(=O)(=O)Nc1cccc(C)c1C	-1%	-14%	·	-2.6	0.6%	17%	i	-40%	-1%
CCN(CCNCC(O)COCc1ccc(Cl)cc1)c1cccc(C)c1 (stereo not given)	?	-17%	-1%	-0.9	3.7%	14%	i	-92%	-11%
O=[N+]([O-])c1nn(-c2cccc(Cl)c2)n(O)c1=NCc1cccnc1	-26%	44%[activator]	-8%	-4.8	2.2%	9%	i	-21%	-10%
Cc1cc(-c2csc(N)n2)c(C)n1CCc1ccccc1	2%	-35%	0%	1.7	-0.1%	3%	i	-7%	-6%
CCn1c(-c2cc(-c3ccccc3OC)nc3ccccc23)n[nH]c1=S	-6%	5%	-15%	0.5	-0.8%	2%	i	1%	0%
Cc1ccc(-n2nnnc2C(Cl)(Cl)c2nnnn2-c2ccc(C)cc2)cc1	-3%	?	?	-1.7	-0.8%	9%	?	-31%	?
CCOc1ccccc1N(C(=O)c1ccco1)C(C(=O)NC1CCCC1)c1cccs1 (stereo not given)	-27%	-1%	?	0.6	3.2%	6%	?	-3%	-7%
COc1cccc(C(=O)N2CCC(C(=O)NCc3ccc(C)cc3)CC2)c1	5%	-3%	12%	-0.2	0.9%	5%	i	-13%	10%
CCc1nnc(NC(=O)CSc2nc(-c3ccc(OC)cc3)ns2)s1	-5%	1%	-5%	2.9	-0.4%	0%	?	3%	0%
COc1cccc(C2=NS(=O)(=O)N(C)C(C(=O)Nc3ccccc3SC)=C2)c1	-10%	0%	27%	·	8.9%	·	i	-27%	0%
C/C(=N/NC(=O)c1cc2ccccc2cc1O)C1C(=O)c2ccccc2C1=O	-11%	40%[activator]	28%	1.2	0.1%	-1%	i	-33%	-26%
CS(=O)(=O)n1nc(OC(=O)c2cccc3ccccc23)cc1N	?	10%	-6%	0.5	14µM*	15%	i	-30%	-6%
O=C(CCSc1ccccc1)Nc1nc2c(s1)CCCC2	4%	51%[activator]	-13%	-1.3	7.4%	13%	i	-1%	-14%
COc1ccccc1-c1cc2nc(C)c(CCC(=O)NCCc3ccc(SC)cc3)c(C)n2n1	-2%	·	?	·	-1.7%	·	·	-22%	-22%
O=C(COc1ccc(Cl)cc1)NCCNC(=O)c1ccccn1	0%	12%	22%	0.4	-0.2%	19%	i	2%	1%

Ordered by value in Nrf2 ARE act (ascending): some entries from above.
molecule | Nrf2 ARE act
CCOC(=O)N1CCN(C(=O)c2[nH]c(C(F)(F)F)nc2-c2ccccc2)CC1 | -0.9%
O=[N+]([O-])c1nn(-c2cccc(Cl)c2)n(O)c1=NCc1cccnc1 | 2.2%
CCOc1ccccc1N(C(=O)c1ccco1)C(C(=O)NC1CCCC1)c1cccs1 (stereo not given) | 3.2%
CCN(CCNCC(O)COCc1ccc(Cl)cc1)c1cccc(C)c1 (stereo not given) | 3.7%
COc1cccc(C2=NS(=O)(=O)N(C)C(C(=O)Nc3ccccc3SC)=C2)c1 | 8.9%

Later entries:
SMILES	TGFb SMAD3 inh	ATXN2 expr inh	Nrf2 inh	IL2 activator	Nrf2 ARE act	EPAC2 agonist	S2 tox	HepG2 viability	A549 viability
CCOc1ccc(CCNC(=O)C2CCCN(S(=O)(=O)N(C)c3ccc(F)cc3)C2)cc1 (stereo not given)	?	·	?	·	0.4%	·	·	-37%	0%
Cc1ccc(N2C(=O)c3ccccc3C(C)(C)C2=O)cc1	-19%	-20%	0%	-0.4	0.4%	6%	i	-1%	3%
Cn1c(SC2=CS(=O)(=O)c3ccccc32)nc2ccccc21	?	?	·	-0.3	?	2%	·	-69%	-4%
O=C(CCN1CCOCC1)Nc1c(-c2ccccc2)c2cc(Br)ccc2[nH]c1=O	?	-11%	-14%	-0.6	-0.9%	9%	i	-16%	2%[1.84 µM]
CC(C)(C)N1C(=O)c2ccccc2NC(=O)N1Cc1ccccc1	-13%	-1%	-12%	3.0	-0.2%	-3%	?	4%	-10%
O=S(=O)(c1cccc2ccccc12)N1CCC2CC1c1cc(Cl)ccc12 (stereo not given)	?	-7%	?	-0.2	3.0%	8%	i	-5%	4%
COc1ccc2c(c1O)Cc1ccccc1C2=O	-16%	24%	-3%	-2.8	0.2%	2%	i	-1%	-4%
O=C(c1ccc(COc2ccccc2Cl)o1)N1CCN(c2ccccc2)CC1	1%	?	-19%	3.5	-0.2%	10%	?	-8%	-1%
CCCCCCC(=O)N1CCN(c2cc3c(cc2F)c(=O)c(C(=O)O)cn3CC)CC1	-7%	-9%	-10%	-0.3	0.3%	-1%	i	-12%	0%
CCN(CC)S(=O)(=O)c1ccc(N2CCN(c3cccc(OC)c3)CC2)c([N+](=O)[O-])c1	?	-27%	?	-0.5	-0.1%	6%	?	-25%	9%
Cc1ccc(-n2c(SCC(=O)Nc3ccc4c5c(cccc35)CC4)nc(O)c(C)c2=O)cc1	0%	-7%	-7%	-0.6	3.2%	-3%	i	-20%	-2%
COc1cc(C2Nc3ccccc3C(=O)N2c2ccccc2)c(Br)cc1OCC(=O)O (stereo not given)	-1%	5%	7%	0.5	-0.5%	1%	i	-2%	8%
COc1cccc(CNC(=O)C2CCC(CNS(=O)(=O)c3cccs3)CC2)c1 (stereo not given)	6%	0%	6%	·	3.3%	·	i	-6%	3%
COc1ccc(-c2onc(C)c2C)cc1S(=O)(=O)N1CCc2ccccc21	-4%	·	18µM*	·	1.0%	·	·	-30%	-1%
COc1ccc(Cl)cc1NC(=O)c1nc(S(C)(=O)=O)ncc1N(Cc1ccc(C)cc1)Cc1ccco1	-2%	·	9%	·	0.1%	·	·	2%	1%
Cc1ccc(NC(=O)CN2C(=O)C3C4C=CC(C4)C3C2=O)cc1S(=O)(=O)N(C)C (stereo not given)	-1%	0%	10%	0.1	-0.5%	5%	i	-5%	-1%
O=C(CCCC(=O)OCC(=O)c1ccc(F)cc1)Nc1cc(C(F)(F)F)ccc1Cl	8%	-2%	11%	-2.1	-0.4%	-8%	i	-4%	1%
ClCc1nc2ccccc2n1Cc1ccccc1	2%	·	-18%	-0.8	5.3%	8%	·	-10%	1%
O=C(Nc1nnc(C2CC2)o1)c1ccc(S(=O)(=O)N2CCc3ccccc3C2)cc1	-15%	·	?	-1.3	3.2%	11%	i	-42%	?
NC(=S)Nc1ncc(CCN2CCOCC2)c(-c2ccc(F)cc2)n1	2%	-27%	13%	-0.8	4.0%	3%	i	-11%	5%
COc1ccc(CCNc2oc(-c3ccccc3OC)nc2C#N)cc1	-2%	-7%	-18%	-0.2	9.0%	29%	i	-1%	3%
c1ccc2cc3[nH]c(CN4CCCCC4)nc3cc2c1	5%	36%[activator]	10%	0.0	7.5%	12%	?	5%	1%
Cc1oc2c(c1C(=O)NCCCC(=O)O)CCCC2	-7%	-7%	1%	0.5	-0.9%	4%	i	-10%	-3%
CC(C)(C)c1ccc(S(=O)(=O)N2CCC(NC(=O)c3ccco3)CC2)cc1	9%	-9%	2%	-1.1	0.1%	-3%	i	10%	4%

Not a retest: an excerpt of the list.
SMILES	TGFb SMAD3 inh	ATXN2 expr inh	Nrf2 inh	IL2 activator	Nrf2 ARE act	EPAC2 agonist	S2 tox	HepG2 viability	A549 viability
c1ccc2cc3[nH]c(CN4CCCCC4)nc3cc2c1	5%	36%[activator]	10%	0.0	7.5%	12%	?	5%	1%
Cc1oc2c(c1C(=O)NCCCC(=O)O)CCCC2	-7%	-7%	1%	0.5	-0.9%	4%	i	-10%	-3%
CC(C)(C)c1ccc(S(=O)(=O)N2CCC(NC(=O)c3ccco3)CC2)cc1	9%	-9%	2%	-1.1	0.1%	-3%	i	10%	4%

Screening data: PubChem BioAssay, National Center for Advancing Translational Sciences (NCATS)
